# KCNH2 3.1 block = qHTS for Inhibitors of KCHN2 3.1: Mutant qHTS. Potassium voltage-gated channel subfamily H member 2, brain isoform KCNH2 3.1 (human). U2OS KCNH2 3.1, thallium flux FluxOr; stronger effect = lower value. activity change, % (tested at about 1.8 µM). actives 0.95% (n = 340,000);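 active = maximum activity change below -70%; inconclusive = maximum activity change from -70% to -50%; inactive = maximum activity change above -50%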;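 also: thallium influx rate constant from kinetic fluorescence after stimulation buffer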
#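 Normalized rate constant (relative to positive and negative DMSO controls) derived from a 2 min kinetic fluorescence read after stimulation; U2OS cells expressing the 3.1 isoform via virus at 1.77 x 10^8 /mL.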
# * marks the source's active call; other numbers are inactive results; ? = inconclusive. % is scaled to controls: 0 for no effect and ±100 for the full control effect. The list is partial; count on the stated rates, not on these rows.
SMILES,KCNH2 3.1 block
O=C1[C@H]2[C@@H](c3ccc(C(F)(F)F)cc3)N[C@]3(CCCN(Cc4ccc(Br)cc4)C3=O)[C@H]2C(=O)N1Cc1ccccc1,?
O=C(CSc1nnc2ccc(-c3ccccn3)nn12)Nc1ccc(F)cc1,15
Cc1ccc([C@H]2C[C@H](O)[C@@H](n3cc(C4CC4)nn3)CN2CC2CCCCC2)cc1,2
O=C(O)C1(Nc2ccccc2Cl)CCCC1,0
Nc1cc(=O)n(Cc2ccccc2)c(=O)n1Cc1ccccc1,10
O=C(Nc1ccccc1F)C(c1ccccc1)c1ccccc1,-17
Cc1ccc(S(=O)(=O)N2C[C@H]3C(=O)C[C@@H](c4ccc(Cl)cc4)N(S(=O)(=O)c4ccccc4C)[C@H]3C[C@H]2c2cccc(Cl)c2)cc1,3
CCOC(=O)C1(NC(=O)C2(N3C(=O)c4ccccc4C3=O)CCCC2)CCCC1,-1
CCn1nnnc1SCC(=O)N1CCc2ccccc21,3
Cc1nn(-c2ccccc2)c(C)c1C(=O)OCC(=O)Nc1ccccc1Cl,?
Cc1cc(N(C)C)ccc1N=Nc1ccc(N)cc1,14
CC1=CC2C(C3C=CC2(C)C(=O)C3(C)O)C(C)(O)C1=O (configuration not stated),23
CC(=NNC(=S)N1CCCCCC1)c1ccccn1,-2
CC#CCN1c2ccccc2[C@]23C[C@@H](C(=O)OC)N(C(=O)NC(C)(C)C)C2=NC(C(=O)OC)=C(C(=O)OC)[C@H]13,-5
O=[N+]([O-])/C=C\c1ccc(N2CCOCC2)cc1,-35
CC1(C)CN(C2CCCCC2)C(=O)[C@H]1CC(=O)Nc1ccccc1,-1
COC(=O)c1ccccc1NC(=O)CSc1nc2ccsc2c(=O)n1CCCCC(=O)O,6
CC(C)C1C(=O)N(Cc2cn(CCC3OCCO3)nn2)CCS(=O)(=O)N1Cc1ccc(-c2cccc(N(C)C)c2)cc1 (configuration not stated),3
CCN(C(=O)COC(=O)/C=C/c1c(C)nn(-c2ccccc2)c1C)c1c(N)n(Cc2ccccc2)c(=O)[nH]c1=O,10
COc1ccccc1NC(=O)N(C)C[C@H]1OCc2cn(nn2)CCCC(=O)N([C@@H](C)CO)C[C@@H]1C,6
O=C(CN1CCCC1c1cccs1)Nc1cc(S(=O)(=O)N2CCCCC2)ccc1Cl (configuration not stated),3
CC(=O)NC(c1ccc(C(C)C)cc1)c1c(O)ccc2ccccc12 (configuration not stated),7
O=C(O)c1cccc(NS(=O)(=O)c2ccc(Oc3ccc(S(=O)(=O)Nc4cccc(C(=O)O)c4)cc3)cc2)c1,1
COCCNC(=O)c1ccc(N2CC3CC(C2)c2cccc(=O)n2C3)c(NC(=O)c2ccccc2Br)c1 (configuration not stated),-28

# Looked up by compound from above:
SMILES,KCNH2 3.1 block
COc1ccccc1NC(=O)N(C)C[C@H]1OCc2cn(nn2)CCCC(=O)N([C@@H](C)CO)C[C@@H]1C,6
CC(C)C1C(=O)N(Cc2cn(CCC3OCCO3)nn2)CCS(=O)(=O)N1Cc1ccc(-c2cccc(N(C)C)c2)cc1 (configuration not stated),3
COCCNC(=O)c1ccc(N2CC3CC(C2)c2cccc(=O)n2C3)c(NC(=O)c2ccccc2Br)c1 (configuration not stated),-28
CC#CCN1c2ccccc2[C@]23C[C@@H](C(=O)OC)N(C(=O)NC(C)(C)C)C2=NC(C(=O)OC)=C(C(=O)OC)[C@H]13,-5
CCN(C(=O)COC(=O)/C=C/c1c(C)nn(-c2ccccc2)c1C)c1c(N)n(Cc2ccccc2)c(=O)[nH]c1=O,10

# (listing goes on)
SMILES,KCNH2 3.1 block
CCCCN1C(=O)C(CC(=O)NCCCCc2ccccc2)CC(C(=O)N(C)C)=C1C (configuration not stated),12
O=P(Cc1cccc2ccccc12)(c1ccccc1)c1ccccc1,28
CC1(C)N=C(N)N=C(N)N1c1cccc(C#N)c1,14
COc1cccc(CN(C)C(=O)c2ccc(S(=O)(=O)Nc3ccccc3C)cc2)c1OC,11
CC(CNC1CCCCC1)OC(=O)c1ccc([N+](=O)[O-])cc1 (configuration not stated),-3
CCSc1nc(COC(=O)NC)c(COC(=O)NC)n1C,5
CCCCNCCS(=O)(=O)NCc1ccccc1,4
COc1cccc(CNS(=O)(=O)c2ccccc2Br)c1OC,0
Cc1ccc(CNC(=O)c2cc3ccccc3oc2=O)cc1,18
O=C(CN1CC(=O)Oc2ccccc21)OCC(=O)c1ccc(Br)cc1,1
COc1cc(C(=O)N(C(C)C)C2CCCCC2)cc(OC)c1OC,6
CCN(CC)S(=O)(=O)c1cc(C(=O)Nc2cc(S(=O)(=O)N3CCOCC3)ccc2N2CCN(C)CC2)ccc1C,-12

# Another view of part of the listing above:
CCSc1nc(COC(=O)NC)c(COC(=O)NC)n1C
  KCNH2 3.1 block: 5

CCCCNCCS(=O)(=O)NCc1ccccc1
  KCNH2 3.1 block: 4

COc1cccc(CNS(=O)(=O)c2ccccc2Br)c1OC
  KCNH2 3.1 block: 0

Cc1ccc(CNC(=O)c2cc3ccccc3oc2=O)cc1
  KCNH2 3.1 block: 18

# (continued)
SMILES,KCNH2 3.1 block
CN(C(=O)c1cccc(NC(=O)Cc2cccc(NC(=O)C3CCCN(C(=O)c4ccccc4)C3)c2)c1)C1CCC1 (configuration not stated),-10
C#CCOCCOCCOCCNc1nc(N2CCN(C(=O)C([C@@H](C)CC)n3cc(C(N)COC(=O)C(F)(F)F)nn3)CC2)nc(N2CCN(C(=O)[C@H](Cc3ccc(O)cc3)n3cc(C(N)[C@H](C)CC)nn3)CC2)n1 (some centres not stated),13
CCc1ccc(CCC(=O)N2CCN(S(=O)(=O)c3sc(C(=O)O)c(C)c3C(=O)O)CC2)cc1,7
CC(=O)c1ccc(Cc2ccc(C(C)=O)s2)s1,-13
COc1ccc(S(=O)(=O)Oc2ccc3cccc(N)c3c2)cc1,-12
O=C1NC(=O)C(c2ccccc2)(c2ccc(Cl)cc2Cl)N1 (configuration not stated),-7
O=C1CSC(=S)N1N=Cc1c[nH]c2ccc(Br)cc12,7
O=C1C(C=NCCCn2ccnc2)=C(O)c2ccccc21,-3
C=CCn1c(SCC(=O)N2CCC(C)CC2)nc2c([nH]c3ccccc32)c1=O,-14
COc1ccc(S(=O)(=O)N2CCN(CC(=O)NC(C)c3cccs3)CC2)cc1 (configuration not stated),-5
Clc1ccc2nc(-c3ccccc3)c(Cc3ccccc3)n2c1,1
CSC[C@H]1CN(c2ccccc2)C(=O)[C@@H]1CC(=O)Nc1ccccc1,3
C#CCN(C[C@@H]1[C@@H](OC(=O)NC2CC2)[C@@H](OC(=O)NC2CC2)Cn2c(=O)ccc(=O)n21)S(=O)(=O)c1ccc(C)cc1,0
CCc1nnc(NC(=O)c2cccc(S(=O)(=O)N3CCN(C)CC3)c2)s1,-3
CC(C)CCOc1cccc(C2c3c(oc4ccccc4c3=O)C(=O)N2CCCN2CCOCC2)c1 (configuration not stated),5
Cc1ccc(OCCCCCN2CCOCC2)c(Cl)c1,-25
COc1cc(C)c2sc3ccccc3c(=O)c2c1NCCN(C)C,1
O=C(COc1ccccc1)NCc1ccco1,2
Cc1ccc(-c2ccc(C3=CC(=O)CC(C)(C)C3=O)cc2)cc1,-9
O=C(Nc1cccc(C(=O)N2CCCCC2)c1)C1CCC1,-1
O=[N+]([O-])c1cccnc1Sc1ccc(F)cc1,-25
O=C(NCc1ccccn1)C1Nc2ccc(OC(F)(F)F)cc2C2C=CCC12 (configuration not stated),-4
C[C@@H]1CN([C@H](C)CO)C(=O)c2c(c3ccccc3n2C)-c2ccccc2CO[C@@H]1CN(C)C(=O)Nc1ccc2c(c1)OCO2,16
C#CC(=O)CC1(CN(Cc2ccccc2)C(=O)OC(C)(C)C)CCCCC1,1
Cc1cc(-c2ccccc2)nc(N/N=C/c2ccc(N(C)C)cc2)n1,-15
O=C1[C@H]2[C@@H](c3ccccc3)N[C@]3(CCCN(Cc4ccc(Br)cc4)C3=O)[C@H]2C(=O)N1Cc1ccccc1,10
CC(NC(=O)C(=O)c1cn(CC(=O)N2CCCC2)c2ccccc12)c1ccccc1 (configuration not stated),-6
O=C(c1ccccc1)C1N=NCC1c1ccc(Cl)cc1 (configuration not stated),3
COc1ccc2c(=O)c3c(=O)n(CCc4ccccc4)c(C)nc3oc2c1,-4
CCCCCCN1C[C@@H](n2cc(COC(=O)c3ccccc3)nn2)[C@H](O)C[C@@H]1c1ccc(OC)cc1,-4
C[C@@H]1CN([C@@H](C)CO)S(=O)(=O)c2ccc(C#Cc3cccc(F)c3)cc2O[C@@H]1CN(C)CC1CC1,-8
COC(=O)c1c(C)c(OC(=O)c2c(C)cc(O)c(C=O)c2O)cc(C)c1O,20
CCCCCCN1C[C@H](n2cc(COC(=O)c3ccccc3)nn2)[C@@H](O)C[C@@H]1c1ccc(Cl)cc1,-1
Cc1cccc(NC2CNC(=O)NC2=O)c1 (configuration not stated),-8
CCOc1ccc(NS(=O)(=O)c2cc(NC(=O)CCNC(=O)c3ccco3)ccc2OC)cc1,-4
COC(=O)C1(C)CCCC2(C)C1CCC13OCC(CC21)C(O)(C(C)C)C3O (configuration not stated),0
CC1(C)OC1(C#N)c1ccccc1 (configuration not stated),14
CCN(CC)CCOC(=O)c1ccc(NC(=O)CSc2nnc(-c3cccs3)n2CC)cc1,-12
O=C1OC(c2ccc(O)cc2)(c2ccccc2O)c2ccccc21 (configuration not stated),-10
COc1ccc2c(c1)C[C@]1(C)c3ccccc3C(=O)N(Cc3ccccc3)[C@H]21,-25
Cc1cccc(C(=O)Nc2nnc(SCC(=O)NCc3ccco3)s2)c1,-13
CCC(CC)CN1CCC(CN2C(=S)NC[C@@H]2CC(C)C)CC1,4
O=C(c1ccc(N2CCOCC2)c([N+](=O)[O-])c1)N1CCN(c2ccccc2)CC1,-1
O=C1c2ccccc2S(=O)(=O)c2cc(N3CCOCC3)ccc21,-2
O=[N+]([O-])c1ccc(COc2ccc(CN3CCOCC3)cc2)cc1,-18
O=C(O)c1ccc(NC(=S)Nc2ccc(S(=O)(=O)Nc3ccccn3)cc2)cc1,6
Cc1ccccc1NC(=O)CSc1nccn1Cc1ccco1,5
Cc1ccc(S(=O)(=O)N2CCOCC2)cc1NC(=O)COC(=O)c1ccc(Br)o1,7
O=C1NC(=S)NC1=Cc1ccccc1O,2
O=C(CCc1ccc(O)cc1)NN=Cc1ccc2c(c1)OCO2,-7
COc1ccc(-c2n[nH]nc2C2=CC(=O)CC(C)(C)C2)cc1,-2
C[C@@H]1CN(S(=O)(=O)C(C)(C)C)[C@H](CCO)/C1=C\c1ccccc1,6
O=C(NCc1ccco1)Nc1cccc(-c2ccccc2)c1,5
O=S(=O)(c1cccs1)N1CCN(c2ccccc2Cl)CC1,-1
O=c1[nH]c(=O)c2[nH]c(=O)n(-c3ccccc3)c2[nH]1,4
COC(=O)c1c(NC(=O)c2ccnn2C)sc(C)c1C,25
O=C(O)c1cccc2c1C(=O)c1cc([N+](=O)[O-])cc([N+](=O)[O-])c1-2,4
Nc1c(Sc2ccccc2)c(=O)[nH]c(=O)n1Cc1ccccc1,2
O=[N+]([O-])c1ccc2c(c1)C(=NO)c1cc(Cl)c(Cl)cc1-2,5
CCCCCCNC(=O)O[C@H]1Cn2c(=O)n(CCCCCC)c(=O)n2[C@@H]2CN(S(=O)(=O)c3ccc(C)cc3)C[C@]12O,-7
# Additional compounds
SMILES,KCNH2 3.1 block
Cc1ccc2c(c1)C(=O)CC(c1ccccc1)S2 (configuration not stated),6
CC1=C(C(=O)N(C)C)CC(CC(=O)NCC2CCCCC2)C(=O)N1CCC1=CCCCC1 (configuration not stated),-6
CCOC(=O)C1=CC(=O)CC(C)(C)O1,-4
COc1ccc(S(=O)(=O)NCCSCc2ccco2)cc1C,10
CCOc1cc(N2CCOCC2)c(OCC)cc1NC(=O)c1ccccc1N1CCCC1=O,5
CCOC(=O)C1(C(=O)OCC)NC(=O)CC1CC(C)C (configuration not stated),-2
Cn1c(N)c(C(=O)Nc2ccccc2)c(=O)[nH]c1=O,4
Cc1ccccc1S(=O)(=O)N1C[C@H]2CON(C)[C@H]2C[C@H]1c1cccc(-c2ccc(C#N)cc2)c1,-20
CCCc1cc(=O)[nH]c(SC/C=C/c2ccccc2)n1,-3
CCN1C=C(C(=O)c2ccccc2)C(=O)CC1,16
Cc1nn(C)c(C)c1/C=C(\C#N)S(=O)(=O)c1ccc(F)cc1,-22
COc1ccc(S(=O)(=O)N2CCC(C(=O)Nc3ccc(OC)c(OC)c3)CC2)cc1C,-33
CN1OC[C@@H]2CN(S(=O)(=O)c3cccc(C(F)(F)F)c3)[C@H](c3ccc(-c4cc5ccccc5o4)cc3)C[C@@H]21,-6
CSc1ncnc2ncn(C)c12,-9
C[C@H]1CN([C@@H](C)CO)S(=O)(=O)c2ccc(Br)cc2O[C@@H]1CN(C)C(=O)Nc1ccc2c(c1)OCO2,-15
CCCCN1C(=O)C(CC(=O)NC2CC2)CC(C(=O)N(CC)CC)=C1C (configuration not stated),-1
Cc1cn([C@H]2C[C@H](O)[C@@H](CCC(=O)NCc3ccco3)O2)c(=O)[nH]c1=O,4
C[C@@H]1CN([C@@H](C)CO)C(=O)CCCn2nncc2CO[C@@H]1CN(C)S(=O)(=O)c1ccc(C#N)cc1,3
CCN(CC(=O)Nc1cccc(OC)c1)C(=O)C1CC(=O)N(Cc2ccccc2Cl)C1 (configuration not stated),-12
Cc1ccc(S(=O)(=O)NCc2ccccc2)cc1C(=O)N1CCN(S(=O)(=O)c2ccccc2F)CC1,-13
O=c1ccc(-c2ccccc2)nn1Cc1ccc(Cl)cc1,19
